RORg inh: blocks mouse ROR gamma transcriptional activity. Drosophila S2 Gal4-RORgamma UAS-luciferase reporter, 20 h. 310,000 tested, 5.4% active. Potency, µM (doses to about 53.6 µM), for the others: top-dose activity change, negative = inhibition, actives largely listed as inhibitors. P51450. AID 2551; further: potency means the concentration at half of the fitted maximal effect; on the % scale 0 is the no-effect control and ±100 the full control effect; nearly all actives have a fitted effect of over 60% in size
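ROR gamma transcriptional activity was tracked as Gal4-UAS luciferase output in stably transfected Drosophila Schneider cells, with compound added 1 hr before 700 uM copper sulfate induction and a 20 hr ambient-temperature incubation.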
MBNL1 CUG block: MBNL1-poly(CUG) RNA binding inhibition | Q9NR56 | TR-FRET MBNL1-His/biotin-(CUG)12 binding, 665/545 ratio | Potency, µM (top dose mostly 57.5 µM), inactives show top-dose activity change, negative = inhibition, usual class: inhibitors | 280,000 tested, 0.036% active | AID 2675; active means well fitted inhibition curve with a large enough effect in the signal ratio, with a control signal flat, not every such curve was filed as active; inconclusive means small, poorly fitted or top-dose-only effect, or effect the other way, or a change in a side signal; inactive means no such curve, though single readings can be large or run the other way; the % refers to the signal ratio; further: potency means the concentration at half of the fitted maximal effect; on the % scale 0 is the no-effect control and ±100 the full control effect
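Compounds (final 92 nM to 58 uM) are added to His-tagged MBNL1 and biotin-(CUG)12, then terbium anti-His antibody and streptavidin-XL665 (5 nM final). After 60 min at room temperature, the 665/545 nm ratio is read.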
PKM2 activator: increases activity of human pyruvate kinase M2; P14618; purified PKM2, Kinase-Glo ATP luminescence, activation; response scale: 0% is enzyme alone, no compound; Potency, µM (top dose mostly 57.5 µM), for the others: at the highest dose activation, hits mostly activators; 260,000 tested, 0.34% active; further: potency means the concentration at half of the fitted maximal effect; on the % scale 0 is the no-effect control and ±100 the full control effect; nearly all actives have a fitted effect of over 55% in size
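Purified hPK-M2 (>95% pure) converted ADP (0.1 mM final) to ATP with 0.5 mM PEP in 50 mM imidazole pH7.2, KCl, MgCl2, Tween 20, BSA; 1 h at room temperature. ATP detected by Kinase-Glo luminescence.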
KCNH2 3.1 inh: KCNH2 3.1 (human) potassium channel inhibition. activity change, % (tested at about 1.8 µM). AID 720553. 340,000 tested, 0.95% active. U2OS KCNH2 3.1, thallium flux FluxOr; active compounds read low;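 active means maximum activity change below -70%; inconclusive means maximum activity change from -70% to -50%; inactive means maximum activity change above -50%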;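 further: thallium influx rate constant from kinetic fluorescence after stimulation buffer; on the % scale 0 is the no-effect control and ±100 the full control effect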
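Steps: virus added to U2OS suspension (4 h, RT, dark); medium with 10% FBS added, cells plated, 37 C overnight; FluxOr/Red40 loading buffer 45 min RT; stimulation buffer, 2 min kinetic read; rate constant normalized.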
FLuc modulator: firefly luciferase modulation, counter-screen for miR-21 project; purified FLuc, Km substrates, luminescence inhibition; Potency, µM (highest dose often 57.5 µM), inactives show at the top dose activity change, negative = inhibition, usual class: inhibitors; 360,000 tested, 6.9% active; AID 588342;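 further: potency means the concentration at half of the fitted maximal effect; plate controls were vehicle for no effect and reference inhibitor for full effect; nearly all actives have a fitted effect of over 55% in size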
Target sequence (P08659 whole entry, looked up): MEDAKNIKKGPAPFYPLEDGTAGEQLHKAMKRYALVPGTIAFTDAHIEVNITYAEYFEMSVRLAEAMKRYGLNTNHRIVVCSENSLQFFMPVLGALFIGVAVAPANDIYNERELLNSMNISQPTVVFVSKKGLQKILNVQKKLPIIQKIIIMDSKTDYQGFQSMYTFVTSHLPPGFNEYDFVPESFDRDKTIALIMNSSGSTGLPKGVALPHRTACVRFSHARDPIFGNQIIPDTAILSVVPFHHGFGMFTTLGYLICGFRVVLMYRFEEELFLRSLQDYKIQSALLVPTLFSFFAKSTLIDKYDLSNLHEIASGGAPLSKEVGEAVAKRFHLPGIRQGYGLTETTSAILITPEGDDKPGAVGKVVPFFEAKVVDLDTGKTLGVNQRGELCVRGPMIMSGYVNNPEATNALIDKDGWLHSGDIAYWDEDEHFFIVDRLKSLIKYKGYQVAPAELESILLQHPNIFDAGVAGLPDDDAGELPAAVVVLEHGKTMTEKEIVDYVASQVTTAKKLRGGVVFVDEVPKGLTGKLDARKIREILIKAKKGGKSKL
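Purified P. pyralis luciferase (10nM final) with 10uM D-luciferin and 10uM ATP (Km levels) in 50mM Tris acetate pH 7.5, 10mM Mg acetate, 0.01% Tween-20, 0.05% BSA; qHTS 6-point titration, ~60 µM downward; luminescence read.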
NPC1 promoter act: activators of NPC1 promoter; Huh7 NPC1 promoter luciferase reporter, 24 h; Potency, µM (titrated, usually from 9.22 µM), for the others: at the top dose activation, actives largely listed as activators; 320,000 tested, 2.4% active;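 further: potency means the concentration at half of the fitted maximal effect; % of control where 0% means no effect; nearly all actives have a fitted effect of over 60% in size; reporter is driven by a mutant NPC1 promoter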
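Stably transfected Huh7 (NPC1 promoter→luciferase), 1500 cells/well in Opti-MEM + 10% FBS, 2 h settle, then compound 24 h at 37 °C. Luminescence after 10 min with Amplite reagent.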
ELG1 DNA repair: inhibitors of ELG1-dependent DNA repair in HEK293T cells | HEK293T ELG1-luciferase reporter, luminescence, 16 h; DNA damage induced by 5-fluorouridine | Potency, µM (highest dose often 46.1 µM), for the others: at the top dose activity change, negative = inhibition, usual class: inhibitors | 330,000 tested, 2.3% active; further: potency means the concentration at half of the fitted maximal effect; on the % scale 0 is the no-effect control and ±100 the full control effect; nearly all actives have a fitted effect of over 55% in size
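Cells (2,000 per well) received 5-fluorouridine plus test compound or DMSO and were incubated 16 hr at 37 °C, 5% CO2. Luciferase activity was read by luminescence 30 min after ONE-Glo addition; signal suppression marked inhibition of damage-induced ELG1 function.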
VP16 counter: inhibits Gal4-VP16 luciferase reporter, ROR gamma counter-screen | Drosophila S2 Gal4-VP16 UAS-luciferase, luminescence, 20 h | 310,000 tested, 3.5% active | Potency, µM (doses to about 53.6 µM), for the others: at the highest dose activity, negative = inhibition, hits mostly inhibitors;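 further: Gal4-VP16 expression switched on by copper sulfate through the metallothionein promoter; potency means the concentration at half of the fitted maximal effect; on the % scale 0 is the no-effect control and ±100 the full control effect; nearly all actives have a fitted effect of over 50% in size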
Mito fusion yeast: mitochondrial division inhibition or fusion activation; S. cerevisiae fusion-defective mutant growth rescue, CellTiterGlo 48 h; Potency, µM (series often up to 46.1 µM), inactives show at the highest dose growth rescue (activation), usual class: activators; 320,000 tested, 0.23% active;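 further: potency means the concentration at half of the fitted maximal effect; % of control where 0% means no effect; nearly all actives have a fitted effect of over 45% in size; temperature-sensitive fusion mutants such as fzo1-1 at 37 °C on non-fermentable ethanol glycerol medium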
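Growth-rescue viability read-out: after 48 h at the non-permissive 37C in glycerol/ethanol YPEG, yeast mitochondrial fusion mutants are measured by CellTiterGlo luminescence; compounds (23 nl pinned per well) restoring growth score as division inhibitors or fusion activators.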
Menin MLL FP TR: inhibitors of human menin-MLL interaction, mutant MLL peptide | O00255 | Menin + Texas Red MLL mutant peptide, fluorescence polarization | Potency, µM (highest dose often 61.6 µM), for inactives: top-dose FP activity change, negative = inhibition, usual class: inhibitors | 270,000 tested, 0.23% active | AID 1768; active means well fitted inhibition curve with a large enough effect in the polarisation, with a control signal flat, not every such curve was filed as active; inconclusive means small, poorly fitted or top-dose-only effect, or effect the other way, or a change in a side signal; inactive means no such curve, though single readings can be large or run the other way; the % refers to the polarisation; further: potency means the concentration at half of the fitted maximal effect; % of control where 0% means no effect; many of its hits are not listed in these tables
Target sequence (O00255 whole entry, looked up): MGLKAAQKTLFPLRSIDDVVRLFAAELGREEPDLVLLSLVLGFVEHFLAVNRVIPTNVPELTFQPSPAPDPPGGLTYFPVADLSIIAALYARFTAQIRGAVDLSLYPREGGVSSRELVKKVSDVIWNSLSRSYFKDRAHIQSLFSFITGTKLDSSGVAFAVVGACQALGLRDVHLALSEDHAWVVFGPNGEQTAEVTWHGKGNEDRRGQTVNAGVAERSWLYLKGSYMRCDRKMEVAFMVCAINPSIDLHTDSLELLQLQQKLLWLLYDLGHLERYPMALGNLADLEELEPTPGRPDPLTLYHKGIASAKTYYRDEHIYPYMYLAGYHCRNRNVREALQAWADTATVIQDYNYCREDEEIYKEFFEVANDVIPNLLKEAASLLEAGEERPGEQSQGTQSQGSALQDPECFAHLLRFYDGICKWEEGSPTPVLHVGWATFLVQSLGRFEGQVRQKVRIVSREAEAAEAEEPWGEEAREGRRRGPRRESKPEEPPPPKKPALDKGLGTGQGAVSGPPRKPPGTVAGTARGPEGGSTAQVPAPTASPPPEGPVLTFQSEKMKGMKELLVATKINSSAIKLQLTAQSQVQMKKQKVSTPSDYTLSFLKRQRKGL
Rab9 promoter act: activates the Rab9 promoter | Huh7 Rab9 promoter-luciferase reporter, luminescence, 24 h | Potency, µM (series often up to 9.22 µM), for the others: top-dose activation, negative = inhibition, usual class: activators | 320,000 tested, 2.8% active | AID 485297; further: potency means the concentration at half of the fitted maximal effect; % of control where 0% means no effect; nearly all actives have a fitted effect of over 60% in size
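Rab9 promoter-driven luciferase in stably transfected Huh7 cells; 1500 cells/well rested 2 h, exposed to compound in DMSO for 24 h at 37 °C, 5% CO2. Luminescence read 10 min after adding luciferase reagent at ambient temperature.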
An asterisk follows results filed as active; ? = inconclusive; / = not tested or not shown; [ ] = dose if it differs, or a comment. Unless noted, the call rests on the fitted dose curve; in most records, active means well fitted curve in the direction sought with a large enough effect; inconclusive means small, poorly fitted or top-dose-only effect, or another doubt; inactive means no such curve, though single readings can be large; an effect the other way counts as inactive or inconclusive.

SMILES	RORg inh	MBNL1 CUG block	PKM2 activator	KCNH2 3.1 inh	FLuc modulator	NPC1 promoter act	ELG1 DNA repair	VP16 counter	Mito fusion yeast	Menin MLL FP TR	Rab9 promoter act
COc1ccccc1CNC(=O)CSc1ccc(-c2cccc([N+](=O)[O-])c2)nn1	35.7%	?	-0.7%	11.1	-1.5%	-2.0%	?	-2.7%	-6.8%	-10.5%	-7.9%
CCOC(=O)N1CCN(C(=O)CSc2nnc(Cc3cccn3C)n2CCc2ccccc2)CC1	?	-6.2%	8.7%	-6.2	1.5%	2.5%	-0.7%	4.0%	-1.4%	0.5%	3.0%
O=C(NC(Cc1ccccc1)C(=O)O)/C(=C/c1ccc([N+](=O)[O-])cc1)NC(=O)c1ccccc1Br (centres undefined)	-14.6%	?	-0.2%	/	-19.2%	-2.4%	-6.4%	6.7%	5.8%	16.0%	-0.8%
CCOC(=O)c1cc2c(ccc3ccccc32)oc1=O	-13.9%	?	-2.4%	-5.0	?	-1.3%	9.1%	3.8%	10.9%	7.7%	-4.6%
COc1cc(OC)c(NC(=O)c2ccoc2C)cc1Cl	5.0%	9.4%	-1.8%	12.0	-19.9%	-2.3%	11.7%	-8.3%	5.0%	20.1%	1.7%
COc1cc2nc(CSc3nc(-c4ccc(F)cc4)cs3)[nH]c(=O)c2cc1OC	6.3%	4.3%	13.0%	5.6	-2.5%	1.6%	23.1µM*	0.5%	3.7%	0.1%	-3.9%
CC(=O)Nc1ccc(S(=O)(=O)NCc2cn3c(C)csc3n2)cc1	14.3%	?	-0.7%	-6.3	-1.6%	-3.6%	10.6%	-0.9%	2.5%	-22.4%	-0.2%
Cc1ccc(OCC(=O)Nc2cccc(S(=O)(=O)N3CCOCC3)c2)c([N+](=O)[O-])n1	23.0%	?	-0.7%	14.5	-4.8%	-0.1%	-5.4%	-6.1%	11.2%	11.8%	4.9%
c1ccc(-c2nnc(SCc3nnc(-c4cccs4)o3)o2)cc1	15.5%	5.0%	-1.3%	1.7	-16.8%	8.9%	5.3%	12.4%	9.2%	-2.8%	-1.5%[1.84 µM]
CCc1ccc(OCC(=O)Nc2ccc(-c3cc4ccccc4oc3=O)c(OC)c2)cc1	?	26.8%	1.7%	-26.7	-0.7%	0.3%	-4.7%	-7.7%	?	-14.5%	1.0%
COc1ccc(C(=O)NNC(=O)c2cccc(F)c2)cc1	-21.4%	2.9%	7.7%	4.2	?	1.0%	?	-5.3%	0.3%	7.3%	-3.0%
COc1ccc(N2CCN(C(=O)CNC(=O)c3nn(-c4ccc(OC)cc4)c(=O)c4ccccc34)CC2)cc1	6.3%	?	-0.6%	3.8	?	-1.1%	0.6%	-15.1%	6.9%	-4.6%	7.7%
O=[N+]([O-])c1ccc(CN2CCN(c3nc4ccccc4s3)CC2)cc1	-18.2%	-6.3%	/	-49.7	?	16.9%	9.5%	8.3%	1.6%	-1.8%	10.1%
CC(C)CN(C(=O)COC(=O)c1ccc(Br)o1)c1c(N)n(Cc2ccccc2)c(=O)[nH]c1=O	/	/	/	-5.2	1.2%	-0.8%	15.7%	/	-0.2%	/	-1.6%
Cc1cc(C)cc(NC(=O)C2CCCN(S(=O)(=O)c3ccc4[nH]c(=O)ccc4c3)C2)c1 (centres undefined)	-31.2%	11.8%	4.8%	-0.8	0.3%	-12.3%	-7.9%	0.9%	-2.8%	25.0%	-3.7%
COc1ccc(N2CCN(C(c3cccs3)C(C)NS(C)(=O)=O)CC2)cc1 (centres undefined)	-3.0%	-13.8%	-5.4%	-0.7	-0.8%	-0.8%	-7.4%	5.9%	-0.6%	-5.0%	1.4%
COC(=O)CN(c1nc(C)cc(OC)n1)S(=O)(=O)c1ccc(C)cc1	23.0%	-0.1%	1.8%	-3.8	2.9%	23.1%	-10.9%	-0.7%	-2.1%	-20.6%	-4.3%
O=[N+]([O-])c1cc(C(F)(F)F)ccc1NCCc1c[nH]c2ccc(O)cc12	39.4%	18.4%	?	6.2	-10.7%	-0.7%	7.2%	?	?	?	-1.4%
COc1ccc(CN2CCN(S(=O)(=O)c3ccccc3)CC2)cc1Br	-0.5%	1.6%	-7.7%	-7.9	-0.1%	-3.2%	?	0.1%	6.1%	6.7%	-4.4%
Cc1nnsc1C(=O)NC1CCCc2c1cnn2-c1ccc(F)cc1F (centres undefined)	?	1.5%	-3.8%	7.8	3.4%	-33.1%[inhibitor]	-3.8%	7.08µM*	-1.2%	/	-21.0%
CC(CNC(=O)COC(=O)c1ccco1)c1ccccc1 (centres undefined)	/	/	/	-4.1	-17.7%	-0.2%	17.4%	/	5.5%	/	0.0%
Cc1nn(CC#N)c(=O)n1-c1ccc(F)cc1	11.8%	-2.0%	-2.5%	11.3	0.3%	-3.7%	-1.6%	0.6%	2.6%	/	-2.6%
COC(=O)/C=C1/SC(=NC(=O)c2ccc(F)cc2)NC1=O	11.1%	-2.3%	-2.8%	0.8	-17.6%	9.7%	1.9%	2.9%	-6.7%	/	19.0%
CCN(CC(=O)Nc1c(F)cccc1F)C(=O)CCc1nc2ccccc2c(=O)[nH]1	/	/	/	-11.3	-0.1%	-3.9%	21.2%	/	-5.4%	/	-5.4%
Cc1ccc(C(=O)c2c3ccc(C(F)(F)F)cc3[n+]([O-])n2CCCN)cc1	/	/	/	-84.7*	-1.5%	6.9%	?	/	-6.0%	/	-2.2%
Cc1nc2ncnn2c(C)c1CCC(=O)N1CCN(c2ccccn2)CC1	-2.7%	-9.8%	-19.5%	22.5	1.0%	4.7%	5.4%	-11.4%	0.7%	-20.4%	0.7%
Cc1ccc(N2CC(C(=O)NCCN3CCOCC3)CC2=O)cc1C (centres undefined)	-2.1%	12.2%	/	7.2	-2.6%	2.5%	?	-16.1%	-0.5%	-9.7%	3.6%
Clc1ccc2nc(CSc3nnc4ccccn34)cn2c1	?	-8.8%	-0.1%	-0.4	7.57µM*	0.501µM*	?	?	-1.5%	0.1%	1µM*
Cc1nc2ncnn2c(N2CCCC(C(=O)Nc3ccccc3Br)C2)c1C (centres undefined)	-0.1%	-15.0%	5.5%	-1.7	-1.6%	5.8%	?	-19.5%[10 µM]	?	-7.1%	-9.5%
CCOc1ccccc1C(=O)Nc1nnc(SCC(=O)Nc2cc(C)on2)s1	-15.0%	6.6%	0.6%	2.9	0.3%	3.3%	?	2.6%	-0.6%	?	8.5%
Cc1ccc(C(=O)N=c2sccn2C)cc1S(=O)(=O)N1CCOCC1	/	/	/	-3.8	?	3.98µM*	?	/	-3.7%	/	1.41µM*
Cc1ccccc1C(C(=O)NC1CCCCC1)N(C(=O)c1ccccn1)c1cccnc1 (centres undefined)	-1.8%	-0.4%	-3.3%	0.7	0.7%	0.0%	-9.7%	-3.6%	5.4%	-9.6%	-3.3%
CC(C)(C)c1ccc(NS(=O)(=O)c2ccc(N)cc2)cc1	1.3%	-4.5%	-0.7%	-15.4	?	-1.5%	0.0%	-17.5%	-2.4%	45.3%[activator]	0.5%
COc1ccc(C2=NO[C@@H]3C(=O)N(Cc4ccccc4)C(=O)[C@H]23)c(OC)c1	19.5%	-7.3%	10.3%	3.0	-1.5%	-1.5%	?	-2.5%	3.4%	/	-1.0%
Cc1cccc(-n2c(C)n[nH]c2=S)c1	11.2µM*	6.1%	-5.7%	2.0	1.8%	-1.8%	15.5%	-9.6%	-5.8%	-0.6%	0.6%
O=C(CSc1ncn[nH]1)NCCCc1ccccc1	15.0%	7.1%	-1.6%	/	3.8%	2.0%	5.4%	4.3%	-5.8%	-10.0%	-0.2%
CC1Cc2ccccc2N1Cc1nc2scc(-c3cccs3)c2c(=O)[nH]1 (centres undefined)	-38.6%	32.8%[activator]	25.3%	8.5	-2.0%	-0.5%	-26.7%	-7.3%	21.5%	?	-3.4%
COc1cc2c(C(=O)NC3CCCCCC3)cn(C)c(=O)c2cc1OC	0.4%	-16.4%	7.3%	8.4	6.1%	-4.6%	2.1%	-6.3%	0.9%	-8.0%	6.3%
OC(CNCc1ccco1)Cn1c2ccc(Br)cc2c2cc(Br)ccc21 (centres undefined)	-13.2%	2.2%	2.9%	-100.2*	5.2%	1.2%	?	?	-34.6%[inhibitor]	13.0%	-3.8%

Assay outcomes from PubChem.

A portion of the library (hit frequency here may not be typical).
